Assay outcomes deposited in PubChem by several laboratories.
Insulin prom up – insulin promoter activators in MIN6 cells, imaging, high-content screening, mouse beta cells. 190,000 tested, 0.3% active. z-score at 5 µM. MIN6 insulin promoter-GFP reporter; active compounds read high;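 active means z-score above 3 at 5 µM with at least 500 cells counted in the well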
Hep lipid drop – inhibitors of hepatocyte lipid droplet formation, primary screen, imaging, high-throughput imaging, BODIPY stain; AID 1656, 2009; AML12 mouse hepatocytes, oleate lipid droplets; inhibition, % at 6.5 µM; 240,000 tested, 0.4% active;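 active means lipid droplet intensity inhibited by at least 50%, with more than 500 cells counted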
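Technique: fluorescence imaging, 20x objective, two fields per well / Assay system: AML12 hepatocytes (mouse) / Measure: % inhibition of lipid droplet signal / Doses: 6.5 µM single-point dosing / Incubation: overnight exposure / Reagent: 100 µM oleic acid challenge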
MT stabilizer – microtubule stabilizers in HeLa cells, primary screen, imaging, high-content imaging; % tubulin-high responders, % at 10 µM; AID 2205, 2009; 200,000 tested, 0.83% active; HeLa tubulin immunostaining HCS, 24 h; share of cells brighter than vehicle mean+2SD;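 active means plate Z-score above 3 for both tubulin-high and condensed-nucleus cell shares, with cell loss under 80%, at 10 µM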;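 further: anti alpha tubulin signal scored within the nucleus-defined area of each cell; some results filed as inactive read as strong as hits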
Yfh1-off respiration – enhancers of respiration in Yfh1-depleted yeast, dose response, Friedreich's ataxia, plus single-dose screen (AID 1465); S. cerevisiae Yfh1-off respiration, WST-1 reduction, 72 h; higher fold induction means a stronger effect; fold induction at 50 µM, or EC50 in µM where a hit was titrated; 220,000 tested, 0.074% active;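 active means fold induction of absorbance versus untreated yeast above a set limit, then at least 30% activation at any dose in follow-up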;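 further: activators that raise dye reduction in frataxin-depleted yeast; strong numbers were not always called active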
HEK293 NOD2/NF-kB – NOD2 signaling inhibitors, cell-based, luminescence, uHTS, HEK293 (AID 1566); inhibition, % at 4 µM, or EC50 in µM where a hit was titrated; 290,000 tested, 0.63% active; HEK293 NOD2/NF-kB luciferase reporter, luminescence; higher % means a stronger effect; in the data active means inhibition above about 50%; further: many of its hits are not listed in these tables
WT yeast gro inh – growth inhibition of WT strain, primary screen, mitochondrial fusion inhibitor project, WT and mutant strains, chemical genetic. mitochondrial fusion phenotypic screen. inhibition, % at 10 µM. 190,000 tested, 2.1% active. AID 1362, 2008; in the data active means inhibition above about 58%; tested in S. cerevisiae
Dynein cargo inh – inhibitors of GR-EGFP nuclear translocation, primary screen, dynein cargo transport inhibitor project, imaging, high-content, 3617.4 mouse cells; test concentration mostly 20 µM; stimulated with dexamethasone, 1 µM; active compounds read low; z-score, hits read low; 220,000 tested, 0.47% active; AID 1381, 2008;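 active means plate z-score of nuclear minus cytoplasmic receptor signal below a set negative limit, without overly bright fluorescence or cell loss, cut at about -3.5 in these data, passing the limit was not always enough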;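 further: z-score of nuclear minus cytoplasmic ring GR-EGFP intensity difference per well; some compounds called inactive have numbers as strong as hits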
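Buffer or medium – tet-free medium with charcoal-stripped serum · Signal – automated 10x imaging of fixed Hoechst-stained cells · Also added – dexamethasone agonist, 1.0 µM final, for 30 min · Incubation – induction 48 h, compound 1 h, agonist 30 min · Read-out – GR-EGFP nuclear translocation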
Autophagy HCS – autophagy modulators in MEF cells, primary screen, imaging, high-content, MEF GFP-LC3; MEF GFP-LC3 puncta imaging; test concentration mostly 10 µM; calls only at 10 µM (by protocol); 190,000 tested, 0.98% active; AID 463193, 2010;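 active means percentage of spot-positive cells more than 3 SD above its plate mean, without a fluorescence outlier flag or 80% toxicity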;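 further: spot-positive cell cutoff set from DMSO-treated cells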
b-catenin transl – modulators of beta-catenin nuclear translocation, primary screen, imaging, HeLa cells, immunofluorescence, high-content; AID 1665, 2009; 190,000 tested, 0.3% active; nuclear translocation activity, % at 5 µM;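 active means nuclear translocation activity above 50% at 5 µM, with a well cell count of 50 or more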;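 further: per-cell ratio of nuclear to cytoplasmic median beta-catenin stain intensity; plate controls were DMSO negative control for no effect and GSK-3 inhibitor IX positive control for full effect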
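System: HeLa cells, endogenous beta-catenin; compound dosing: 5 µM primary single dose, 0.1% DMSO, 0.02–20 µM confirmation series; incubation: 24 h compound exposure at 37°C, 5% CO2; signal: beta-catenin immunofluorescence imaging with DAPI; evaluation: % activation, nuclear-to-cytoplasmic median beta-catenin signal ratio per cell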
WT yeast gro inh mutant strain – further read-out of WT yeast gro inh, marked with its call; inhibition, %; mitochondrial fusion phenotypic screen, mutant strain inhibition
Dynein cargo inh cytoplasmic EGFP – second read-out of Dynein cargo inh, no call of its own (marks repeat the call); z-score; measured here: cytoplasmic GR-EGFP intensity; active compounds read high
Dynein cargo inh nuclear GR-EGFP – further read-out of Dynein cargo inh, marked with its call; z-score; measured here: nuclear GR-EGFP intensity;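 lower value marks the stronger effect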
Dynein cargo inh cell count – recorded beside Dynein cargo inh, whose call it bears; z-score; measured here: cell count per field
Insulin prom up cell count – further read-out of Insulin prom up, marked with its call; cell count; measured here: cytotoxicity, nuclei count;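 total cells summed across four imaged fields per well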
Hep lipid drop cells 6.5 µM – second read-out of Hep lipid drop, no call of its own (marks repeat the call); cell count; measured here: cell count, cytotoxicity flag;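 cells counted across two imaged fields per well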
b-catenin transl cell count 5 µM – also measured in b-catenin transl; calls as there; cell count; measured here: cell count, cytotoxicity flag
MT stabilizer Hoechst-high % – recorded beside MT stabilizer, whose call it bears; % Hoechst-high responders; measured here: nuclear condensation Hoechst responders;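 share of cells brighter than vehicle mean plus two SD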
MT stabilizer cytotoxicity % – second read-out of MT stabilizer, no call of its own (marks repeat the call); toxicity, %; measured here: cytotoxicity by cell density;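 0% = mean cell density of plate MIN control wells and 100% = no cells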
Autophagy HCS cell loss 18 h – also measured in Autophagy HCS; calls as there; toxicity, %; measured here: cell loss, nuclei count;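 cell loss after 18 h compound exposure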
* hit, by the source's call; i = inactive; nt = no result given.

SMILES | Insulin prom up | Insulin prom up cell count | Hep lipid drop | Hep lipid drop cells 6.5 µM | MT stabilizer | MT stabilizer Hoechst-high % | MT stabilizer cytotoxicity % | Yfh1-off respiration | HEK293 NOD2/NF-kB | WT yeast gro inh | WT yeast gro inh mutant strain | Dynein cargo inh | Dynein cargo inh cytoplasmic EGFP | Dynein cargo inh nuclear GR-EGFP | Dynein cargo inh cell count | Autophagy HCS | Autophagy HCS cell loss 18 h | b-catenin transl | b-catenin transl cell count 5 µM
N#Cc1cc(NCC2CCCO2)c([N+](=O)[O-])cc1C#N (stereo not drawn) | 0.94 | 1261 | 7 | 557 | 3.2 | 5.1 | 3.0 | i | 7% | -6 | 3 | -0.6 | -0.24 | -0.75 | 0.63 | i | 9 | -1.9 | 588
Cc1cc(C(=O)CSc2nnnn2C)c(C)n1C1CC1 | 1 | 1257 | -3 | 739 | 1.8 | 1.5 | 6.8 | i | -52% | -8 | -5 | -0.35 | -0.3 | -0.42 | 1.1 | i | 1 | -1.6 | 1177
NC(=O)C1CC(=O)N(c2ccc(OCC(=O)Nc3cccc(C(F)(F)F)c3)cc2)C1 (stereo not drawn) | 1.9 | 871 | nt | nt | 1.0 | 1.2 | 11 | i | 2% | 19 | 12 | 1.3 | -0.27 | 0.58 | -0.63 | i | 3 | nt | nt
CCc1ccc(NC(=O)CSc2nc3ccccc3c(=O)n2CCN2CCOCC2)cc1 | -0.62 | 1317 | nt | nt | 3.5 | 3.1 | 4.7 | i | 1% | -7 | -6 | -1.1 | -0.25 | -0.45 | 0.74 | i | -2 | 2.4 | 1407
CCOCCCNC(=O)CCCn1nc(C)n2c(cc3sccc32)c1=O | -0.04 | 910 | nt | nt | 3.5 | 2.6 | 1.3 | i | 1% | 1 | 2 | -1.3 | 0.062 | -0.42 | 0.037 | i | 5 | nt | nt
COc1ccc(C(Nc2ccccn2)c2c(NC(=O)c3ccco3)sc(C)c2C)cc1OC (stereo not drawn) | -0.54 | 1400 | -39 | 626 | 1.8 | 1.8 | 7.0 | i | 6% | 12 | 4 | -0.049 | -0.25 | 0.049 | -0.0011 | i | 15 | -3.1 | 1108
O=C1CC(c2ccccc2)Cc2nc(NCc3ccco3)ncc21 (stereo not drawn) | 0.22 | 1259 | 6 | 711 | 3.7 | 2.4 | 5.8 | nt | 0% | 3 | 10 | -0.47 | -0.11 | -0.85 | 0.035 | i | -3 | 1.3 | 1076
O=C(Nc1ccc(Cl)cc1)Nc1cccc2nsnc12 | -0.21 | 990 | 8 | 661 | nt | nt | nt | i | -81% | nt | nt | -0.067 | -0.53 | 0.18 | -0.62 | nt | nt | -1.5 | 1320
CCOc1ccc2[nH]c(S(=O)(=O)CC)nc2c1Cl | -0.24 | 1271 | -6 | 722 | 2.7 | 2.3 | 7.4 | i | 3% | -1 | -10 | -0.84 | -0.28 | -0.45 | -0.013 | i | -1 | -1.2 | 1187
Oc1ccc(Cl)cc1C1=NNC(c2cccs2)C1 (stereo not drawn) | -1.1 | 1486 | nt | nt | nt | nt | nt | i | 6% | nt | nt | -0.41 | -0.23 | -0.4 | 0.021 | nt | nt | 0.0 | 1322
CC(=O)N(C(C)=O)S(=O)(=O)c1ccc(N=NN2CCCCC2)cc1 | -0.31 | 1297 | 0 | 574 | 2.6 | 1.7 | 5.2 | i | -7% | -4 | 21 | -0.29 | -0.24 | -0.22 | 0.28 | i | -9 | -2.2 | 861
Cc1nc2cc(NS(=O)(=O)c3ccccc3)ccc2n1C | -0.05 | 1436 | 9 | 711 | 3.1 | 1.4 | 4.0 | i | 13% | -8 | -8 | -0.28 | -0.33 | -0.63 | 1.1 | i | -14 | -0.4 | 1420
COc1cc(/C=C/c2cc(C(=O)O)c3ccccc3n2)cc(OC)c1O | 0.09 | 1509 | nt | nt | 1.3 | 1.5 | 5.6 | i | -6% | 14 | 17 | -0.27 | 0.33 | 0.15 | 0.43 | i | -21 | -0.2 | 1497
Cc1n[nH]c(C)c1S(=O)(=O)N1CCCC(C(=O)NCC2COc3ccccc3O2)C1 (stereo not drawn) | -0.05 | 1407 | nt | nt | 3.2 | 2.5 | 8.1 | i | 6% | -6 | -11 | 0.03 | -0.059 | 0.2 | -0.2 | i | 0 | 1.6 | 1379
CCOC(=O)C1CCN(CC(=O)Nc2c(C(=O)OC)n(C)c3cccc(C)c23)CC1 | 0.43 | 1109 | nt | nt | 5.5 | 2.7 | 8.6 | i | 5% | 3 | 5 | 0.12 | -0.36 | 0.12 | 0.53 | i | 14 | 3.9 | 1106
CCC(C)C(NC(N)=O)C(=O)Nc1ccc(C)c(Cl)c1 (stereo not drawn) | 0.97 | 1302 | -2 | 682 | 3.2 | 3.3 | 6.7 | i | 3% | -12 | 17 | 0.014 | -0.3 | -0.33 | -0.14 | i | -12 | nt | nt
O=C(Cn1nc(-c2ccc(Cl)cc2)ccc1=O)NCc1ccc2c(c1)OCO2 | 0.94 | 1046 | nt | nt | 3.3 | 4.0 | 9.3 | nt | -28% | -5 | -7 | -0.46 | -0.29 | -0.011 | 0.78 | i | 4 | -6.5 | 1209
CCCNC(=O)CCC(=O)Nc1ncc(-c2ccc(C)cc2)n1C | -0.86 | 1185 | nt | nt | 1.8 | 2.2 | 12 | i | -8% | 0 | 7 | 0.19 | -0.26 | 0.015 | 0.18 | i | -8 | -1.3 | 750
CC(=O)c1cccc(NC(=O)COc2ccccc2)c1 | -0.47 | 1259 | -34 | 724 | 1.7 | 2.4 | 17 | i | -7% | 17 | 27 | -0.56 | -0.2 | -0.38 | -0.24 | i | -7 | -1.0 | 1083
Cc1cc(-c2ccco2)n(CC(=O)NCc2ccco2)n1 | -0.47 | 912 | nt | nt | 6.4 | 1.9 | 2.5 | i | 6% | 5 | -4 | -0.0027 | -0.22 | 0.17 | -0.099 | i | 0 | nt | nt
COc1ccc(NC(=O)CNC(=O)c2c(C)nn(C)c2Cl)cc1 | -0.39 | 1330 | nt | nt | 3.0 | 3.1 | 2.2 | i | 12% | -11 | 12 | 1.2 | -0.14 | 0.84 | -0.41 | i | 18 | -1.6 | 1104
Cc1nn(-c2ccccc2)nc1CNC(=O)C1CC1 | nt | nt | -33 | 697 | nt | nt | nt | i | -9% | nt | nt | -0.00012 | -0.23 | -0.13 | 0.048 | nt | nt | -0.4 | 1287
COc1ccc(C)c2sc(=NC(=O)c3cccc(N4C(=O)CCC4=O)c3)n(C)c12 | -1 | 578 | -1 | 735 | nt | nt | nt | i | -47% | nt | nt | 1.9 | -0.034 | 0.91 | -1.9 | nt | nt | 0.5 | 1254
CC(=O)Oc1ccc2c(=O)c(-c3ccccc3)c(C)oc2c1 | -0.12 | 1333 | 5 | 738 | 4.8 | 2.0 | 2.0 | i | 11% | -2 | -7 | 0.0035 | -0.33 | 0.065 | 0.54 | i | 3 | -3.3 | 1040
O=C(/C=C/Nc1ccc(Oc2ccccc2Cl)cc1)c1ccco1 | -0.13 | 1308 | 11 | 602 | 13 | 5.8 | 19 | i | -150% | 27 | 19 | -0.76 | -0.33 | -0.39 | 0.86 | i | 10 | 1.2 | 1503
CCc1nnc(NC(=O)CSc2ccc(-c3ccc(F)cc3)nn2)s1 | -0.09 | 1502 | -3 | 664 | 2.8 | 1.1 | 8.5 | i | 1% | -4 | -24 | 0.74 | -0.28 | 0.66 | -0.27 | i | 17 | 7.5 | 840
Cc1c(NC(=O)c2cnn3c2NC(c2ccco2)CC3C(F)(F)F)c(=O)n(-c2ccccc2)n1C (stereo not drawn) | 0.71 | 1247 | 10 | 673 | 2.4 | 1.8 | 4.7 | i | -8% | -4 | 3 | -0.31 | -0.17 | -0.56 | 0.91 | i | -5 | nt | nt
CC(=O)N1CCN(c2ccccc2NC(=O)c2cc(Br)ccc2Cl)CC1 | nt | nt | -7 | 682 | 3.0 | 1.0 | 7.0 | i | 18% | 20 | 0 | 1.3 | -0.21 | 0.57 | 0.23 | i | 3 | nt | nt
COc1ccccc1-n1c(N)c(C(N)=O)sc1=S | nt | nt | nt | nt | 5.7 | 2.1 | 6.9 | i | 3% | 4 | 12 | 0.83 | -0.13 | 0.88 | -1.1 | i | -7 | nt | nt

An excerpt (hit frequency here may not be typical).
